Assay outcomes from PubChem.
TR SRC2 fluor cs: Total Fluorescence Counterscreen for Inhibitors of the Interaction of Thyroid Hormone Receptor and Steroid Receptor Coregulator 2. TRb/SRC2 Texas Red total fluorescence interference. AID 1479, 2009. Potency, µM (top dose mostly 106 µM), for inactives: top-dose fluorescence change, negative = quenching. 280,000 tested, 0.29% active; active = well fitted curve in either direction with a large enough effect; inconclusive = small, poorly fitted or top-dose-only effect
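Flags fluorescent or light-absorbing compounds by total fluorescence, S + 2P, at 555 nm excitation and 632 nm emission. Mixture: 20 nM Texas Red SRC2 peptide, 0.6 uM human TRb LBD, 1 uM T3, 5% DMSO; compound exposure 5 h at ambient temperature.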
L3MBTL1 inh: qHTS Assay for the Inhibitors of L3MBTL1; Potency, µM (top dose mostly 57.1 µM), for the others: at the top dose activity, negative = inhibition, most hits filed as inhibitors; AlphaScreen L3MBTL1–H3K9me1 peptide binding; AID 485360, 2010; Lethal(3)malignant brain tumor-like protein 1 (Homo sapiens), Q9Y468; 230,000 tested, 0.66% active; note: nearly all actives have a fitted effect of over 60% in size
Target sequence (Q9Y468 whole entry, looked up): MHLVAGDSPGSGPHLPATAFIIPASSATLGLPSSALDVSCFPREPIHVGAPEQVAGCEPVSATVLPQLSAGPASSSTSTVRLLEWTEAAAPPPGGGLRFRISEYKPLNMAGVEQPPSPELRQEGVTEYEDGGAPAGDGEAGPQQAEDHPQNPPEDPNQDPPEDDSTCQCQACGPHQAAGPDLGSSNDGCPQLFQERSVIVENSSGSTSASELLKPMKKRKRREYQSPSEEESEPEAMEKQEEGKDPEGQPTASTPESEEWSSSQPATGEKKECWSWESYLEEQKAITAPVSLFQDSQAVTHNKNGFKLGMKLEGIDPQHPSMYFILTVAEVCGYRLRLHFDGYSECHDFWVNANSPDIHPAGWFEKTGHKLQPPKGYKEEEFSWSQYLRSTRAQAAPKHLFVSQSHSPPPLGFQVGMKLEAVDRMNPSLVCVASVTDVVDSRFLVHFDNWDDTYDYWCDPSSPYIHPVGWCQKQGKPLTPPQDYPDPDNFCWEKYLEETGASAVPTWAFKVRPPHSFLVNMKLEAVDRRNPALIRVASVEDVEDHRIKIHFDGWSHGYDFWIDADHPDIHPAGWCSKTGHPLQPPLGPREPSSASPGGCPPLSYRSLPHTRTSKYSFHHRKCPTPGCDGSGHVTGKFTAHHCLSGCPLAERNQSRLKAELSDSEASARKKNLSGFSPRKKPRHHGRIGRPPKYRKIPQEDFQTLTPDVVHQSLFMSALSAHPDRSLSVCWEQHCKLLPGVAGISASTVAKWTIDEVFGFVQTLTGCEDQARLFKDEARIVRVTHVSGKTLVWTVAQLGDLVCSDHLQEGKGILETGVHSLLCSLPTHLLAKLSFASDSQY
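L3MBTL1 (50 nM) pre-complexed 30 min with biotinylated H3(1-15)K9me1 peptide (75 nM), then compounds added for 30 min at room temperature; AlphaScreen streptavidin donor/nickel chelate acceptor beads (10 ug/mL final) read after 30 min dark incubation.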
RECQ1 helicase: qHTS Assay for Inhibitors of RecQ-Like Dna Helicase 1 (RECQ1); ATP-dependent DNA helicase Q1 (Homo sapiens), P46063; RECQ1 DNA unwinding, red fluorescence kinetic read; Potency, µM (series often up to 57.3 µM), for the others: top-dose activity, negative = inhibition, most hits filed as inhibitors; 240,000 tested, 0.54% active; AID 2549, 2010;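 note: plate controls were vehicle for no effect and no enzyme for full effect; nearly all actives have a fitted effect of over 30% in size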
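50 nM RECQ1T1 preincubated 15 min with compound in Tris pH 8.0 buffer with MgCl2, DTT, Tween-20 and 2.5 ug/ml poly(dI-dC); started with 200 nM TAMRA/BHQ-2 forked duplex and 2 mM ATP. Unwinding read as fluorescence (525/598 nm), two reads 2 h apart.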
TRb-SRC2 inh: qHTS for Inhibitors of the Interaction of Thyroid Hormone Receptor and Steroid Receptor Coregulator 2. 280,000 tested, 0.065% active. TRbeta-SRC2 peptide binding, fluorescence polarization; receptor liganded with 1 µM T3. Thyroid hormone receptor beta (Homo sapiens), P10828. Potency, µM (series often up to 106 µM), for the others: top-dose activity change, negative = inhibition, hits mostly inhibitors;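 note: plate controls were bound peptide for no effect and peptide without receptor for full effect; nearly all actives have a fitted effect of over 50% in size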
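Read-out is fluorescence polarization (555 nm excitation, 632 nm emission) of a Texas Red SRC2 coactivator peptide; loss of signal reflects blocked binding to human TRb ligand-binding domain in the presence of 1 uM T3.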
Tau FP inhib: qHTS for Inhibitors of Tau Fibril Formation, Fluorescence Polarization; 280,000 tested, 0.39% active; AID 1468, 2008; Potency, µM (top dose mostly 57.7 µM), for inactives: top-dose activity, negative = inhibition, actives largely listed as inhibitors; K18 P301L tau heparin fibrillization, Alexa594 FP, 6 h; note: nearly all actives have a fitted effect of over 55% in size
Target sequence (P10636 561-689 P618L limits assumed): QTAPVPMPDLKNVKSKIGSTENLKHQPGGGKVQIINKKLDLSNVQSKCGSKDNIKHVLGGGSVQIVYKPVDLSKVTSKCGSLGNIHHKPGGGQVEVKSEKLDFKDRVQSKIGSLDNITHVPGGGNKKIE
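K18 P301L tau (15 uM unlabeled/0.24 uM Alexa 594-labeled, final) + compound + heparin 20 uM final; 100 mM NaOAc pH 7; 6 hr 37 C; ThT 30 uM final added, 1 hr RT; FP ex 555/em 632 nm.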
Tau fibril ThT: qHTS for Inhibitors of Tau Fibril Formation, Thioflavin T Binding | Potency, µM (titrated, usually from 57.4 µM), inactives show at the highest dose activity, negative = inhibition, hits mostly inhibitors | AID 1460, 2008 | Microtubule-associated protein tau (Homo sapiens), P10636 | recombinant tau K18 P301L, heparin-induced fibrillization, ThT fluorescence | 270,000 tested, 2.1% active; note: nearly all actives have a fitted effect of over 55% in size
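ThT emission at 510 nm, taken 1 hr after adding 30 uM dye, quantifies aggregates formed when 20 uM heparin acts on human tau K18 P301L for 6 hr at 37 C.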
RGS12 GoLoco inh: qHTS Assay for Inhibitors of RGS12 GoLoco Motif Activity (Red Fluorophore). Guanine nucleotide-binding protein G(i) subunit alpha-1 (Homo sapiens), P63096. Gai1:RGS12 GoLoco peptide FP, rhodamine, 10 min. Potency, µM (series often up to 61.6 µM), for inactives: at the top dose activity, negative = inhibition, usual class: inhibitors. 230,000 tested, 0.44% active. AID 880, 2007; active = well fitted inhibition curve with a large enough effect, not every such curve was filed as active; inactive = no such curve, though single readings can be large or run the other way; note: nearly all actives have a fitted effect of over 30% in size; many of its hits are not listed in these tables
JMJD2E inh: qHTS Assay for Inhibitors of Human Jumonji Domain Containing 2E (JMJD2E) | JMJD2E catalytic domain, FDH-coupled NADH fluorescence (FDH is formaldehyde dehydrogenase) | Potency, µM (highest dose often 57.1 µM), for inactives: at the highest dose activity change, negative = inhibition, most hits filed as inhibitors | Lysine-specific demethylase 4E (Homo sapiens), B2RXH2 | 230,000 tested, 1.6% active; active = well fitted inhibition curve with a large enough effect, not every such curve was filed as active; inconclusive = small, poorly fitted or top-dose-only effect, or another doubt; inactive = no such curve, though single readings can be large or run the other way;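 note: 0% = wells with enzyme and -100% = buffer wells without enzyme; nearly all actives have a fitted effect of over 50% in size; many of its hits are not listed in these tables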
An asterisk follows results filed as active; i = inactive; ? = inconclusive; / = no result given; [ ] = another dose, or the depositor's remark. Unless noted, calls come from the whole dose curve; as a rule, active = well fitted curve in the direction sought with a large enough effect; inconclusive = small, poorly fitted or top-dose-only effect, or another doubt; inactive = no such curve, though single readings can be large; an effect the other way counts as inactive or inconclusive. Unless noted, % is set by controls: 0 for no effect and ±100 for the full control effect; potency is the fitted concentration of half-maximal effect. Only part of the results is shown, so the mix of outcomes need not match the whole.

| structure | TR SRC2 fluor cs | L3MBTL1 inh | RECQ1 helicase | TRb-SRC2 inh | Tau FP inhib | Tau fibril ThT | RGS12 GoLoco inh | JMJD2E inh |
| --- | --- | --- | --- | --- | --- | --- | --- | --- |
| Cc1cnc(NC(=O)c2ccc(OCC3CCCO3)cc2)s1 (stereo unspecified) | -3% | -18% | -4% | -6% | 2% | -14% | -3% | -14% |
| O=C(CN1CCN(Cc2ccccc2F)C1=O)NCc1ccco1 | -2% | / | -12% | -10% | 1% | -10% | -4% | -1% |
| O=C(c1ccco1)N1CCCN(C(=O)c2ccco2)CC1 | 0% | -9%[11.4 µM] | -3% | -17% | 2% | 0% | 9% | 9% |
| O=c1[nH]c(SCc2ccc([N+](=O)[O-])cc2)nc2[nH]ncc12 | -2% | 5% | i | -2% | 5% | -14% | 3% | 0% |
| CCc1cccc(NC(=O)CSc2ncc3c(n2)-c2ccc(Cl)cc2N(Cc2ccccc2)S3(=O)=O)c1 | -1% | / | / | 1% | ? | 8% | / | / |
| CCc1ccccc1NC(=S)N(CCN1CCCCC1)Cc1ccco1 | -1% | / | -7% | 2% | 2% | -8% | 0% | 2% |
| Nc1cc(=O)nc(SCC(=O)N(C2CCCCC2)C2CCCCC2)n1-c1ccccc1 | 0%[53 µM] | -4% | i | -19%[53 µM] | 7% | -4% | 21% | -4% |
| OC(Cn1cncn1)c1ccc(Cl)cc1 (stereo unspecified) | -1% | -3% | 1% | 0% | 2% | -2% | 3% | 0% |
| CCCCN(C)C1CCN(C(=S)Nc2ccc(OC)cc2)CC1 | -1% | / | -1% | -6% | -4% | -12% | 4% | 5% |
| O=C(Nc1ncc(Cc2cccc(Cl)c2)s1)C1CCCO1 (stereo unspecified) | -3% | -2% | -11% | 4% | 5% | -6% | 8% | 1% |
| CCN(CC)S(=O)(=O)c1ccc(Cl)c(C(=O)Nc2nncs2)c1 | 1% | / | -1% | -5% | -2% | 2% | -1% | ? |
| Cc1nc2c3cc(F)ccc3n(Cc3ccccc3)c2s1 | 0% | 3% | -5% | 5% | ? | ? | -2% | -3% |
| CC(C)[C@H](NC(=O)c1ccc(C(C)(C)C)cc1)C(=O)Nc1nnc(C2CC2)s1 | 0% | 0% | i | -1% | 1% | -14% | 1% | 0% |
| COc1cc(/C=N/NC(=O)CC23CC4CC(CC(C4)C2)C3)cc(Br)c1OCC(=O)N(C)C | -1% | 3% | -9% | 0% | 5% | -15% | 2% | 0% |
| CCCCCOc1c(Cl)cc(C(=O)N(Cc2ccc(C)o2)C2CCS(=O)(=O)C2)cc1Cl (stereo unspecified) | 4% | / | / | -5% | -7% | ? | / | / |
| Cc1ccc2oc(-c3ccc(NC(=O)c4cccnc4)cc3)nc2c1 | -2% | 10% | -4% | 4% | -11% | ? | 8% | ? |
| O=c1oc2ccc(F)cc2cc1-c1nc(-c2cccs2)no1 | -2% | / | / | 3% | 2% | ? | / | / |
| Cc1ccc(C(=O)NCC(=O)N2CCN(S(=O)(=O)c3cccs3)CC2)s1 | 0% | 2% | 0% | 1% | 4% | -1% | 6% | -4% |
| CCC(c1nnnn1Cc1ccccc1)N(Cc1ccco1)Cc1cc2cc(OC)ccc2[nH]c1=O (stereo unspecified) | 0% | -11% | -5% | -15% | ? | ? | 3% | ? |
| CCN(CC)CCCNC(=O)c1ccc(OCC(=O)Nc2ccccc2C(F)(F)F)c(OC)c1 | 1% | / | -9% | -7% | -10% | -12% | 2% | 9% |
| C#CCO[C@@H]1C[C@H](n2cnc3c(=O)[nH]c(NC(=O)C(C)C)nc32)O[C@@H]1CO | -3% | / | i | 1% | 9% | -1% | 5% | ? |
| O=C(NC(NC(=S)Nc1ccc(Cl)cc1Cl)C(Cl)(Cl)Cl)c1cccc([N+](=O)[O-])c1 (stereo unspecified) | -5% | -9% | -9% | -1% | -10% | -12% | 2% | -2% |
| O=C(O)C1CCCCC1C(=O)Nc1cccc2ccccc12 (stereo unspecified) | -8% | -1% | -8% | 5% | -17% | -10% | -4% | ? |
| O=[N+]([O-])c1ccc(S(=O)(=O)N2CCSC2c2ccco2)cc1 (stereo unspecified) | -1% | ? | -7% | 1% | -9% | ? | -2% | -1% |
| Cc1cc(NC(=O)c2cc(-c3ccc(F)cc3)on2)nn1Cc1ccc(Cl)cc1 | -29% | / | / | -8% | -11% | 4% | / | / |
| Cc1cc(C)c(OCCN(C)Cc2ccccc2)c(Br)c1 | -1% | 10% | 16% | -5% | -4% | -10% | 4% | 0% |
| COc1ccc(S(=O)(=O)c2nnn(-c3ccccc3Cl)c2N)cc1 | -1% | / | 0% | -5% | -3% | 1% | -10% | -10% |
| CCn1c(=O)c2sccc2n2c(CCCC(=O)Nc3ccc(Oc4ccccc4)cc3)nnc12 | -1% | / | / | 2% | 3% | -10% | / | / |
| O=c1[nH][nH]c(C(F)(F)F)c1C=Nc1cccc(Cl)c1 | 2% | 3% | -13% | -7% | -1% | 3% | -4% | -13% |
| COc1ccc(S(=O)(=O)c2c(SC)nn(CC(=O)Nc3cccc(C)c3C)c2N)cc1 | -1% | / | / | 7% | -8% | 1% | / | / |

Shown with each value named: four of the compounds above.
> COc1ccc(S(=O)(=O)c2nnn(-c3ccccc3Cl)c2N)cc1
  TR SRC2 fluor cs = -1%	L3MBTL1 inh = /	RECQ1 helicase = 0%	TRb-SRC2 inh = -5%	Tau FP inhib = -3%	Tau fibril ThT = 1%	RGS12 GoLoco inh = -10%	JMJD2E inh = -10%

> CCn1c(=O)c2sccc2n2c(CCCC(=O)Nc3ccc(Oc4ccccc4)cc3)nnc12
  TR SRC2 fluor cs = -1%	L3MBTL1 inh = /	RECQ1 helicase = /	TRb-SRC2 inh = 2%	Tau FP inhib = 3%	Tau fibril ThT = -10%	RGS12 GoLoco inh = /	JMJD2E inh = /

> O=c1[nH][nH]c(C(F)(F)F)c1C=Nc1cccc(Cl)c1
  TR SRC2 fluor cs = 2%	L3MBTL1 inh = 3%	RECQ1 helicase = -13%	TRb-SRC2 inh = -7%	Tau FP inhib = -1%	Tau fibril ThT = 3%	RGS12 GoLoco inh = -4%	JMJD2E inh = -13%

> COc1ccc(S(=O)(=O)c2c(SC)nn(CC(=O)Nc3cccc(C)c3C)c2N)cc1
  TR SRC2 fluor cs = -1%	L3MBTL1 inh = /	RECQ1 helicase = /	TRb-SRC2 inh = 7%	Tau FP inhib = -8%	Tau fibril ThT = 1%	RGS12 GoLoco inh = /	JMJD2E inh = /

Carrying on.
| structure | TR SRC2 fluor cs | L3MBTL1 inh | RECQ1 helicase | TRb-SRC2 inh | Tau FP inhib | Tau fibril ThT | RGS12 GoLoco inh | JMJD2E inh |
| --- | --- | --- | --- | --- | --- | --- | --- | --- |
| CN(CC(=O)Nc1ccc(S(N)(=O)=O)cc1)Cc1ccccc1F | -5% | 3% | i | 2% | 0% | -4% | 9% | -10% |
| CCCCOC(=O)C(C#N)c1nc2ccccc2nc1N1CCOCC1 (stereo unspecified) | -11% | / | -2% | -1% | 10% | ? | 24% | -1% |
| CN(C)c1ccc(/C=N/NC(=O)c2sccc2-n2cccc2)cc1 | 0% | -23% | i | 7% | 11% | ? | 1% | -1% |
| CC(=O)ON1C(C)(C)CC(OC(=O)c2ccccc2)CC1(C)C | -1% | / | -1% | -12% | 7% | -6% | 0% | 1% |
| CN(NS(=O)(=O)c1ccc(F)cc1)c1ncc(C(F)(F)F)cc1Cl | 0% | ? | -1% | 1% | -4% | 6% | -4% | 1% |
| O=C(N/N=C(\c1ccccc1)c1cccnc1)C(O)(c1ccccc1)c1ccccc1 | 2% | -10% | 7% | -3% | -1% | ? | -11% | 1% |
| Cc1ccccc1Cn1c2ccccc2c2cnn(CC(=O)NC(C)CCc3ccccc3)c(=O)c21 (stereo unspecified) | -2% | / | / | 0% | ? | 12% | / | / |
| COC(=O)CSC1=C(C#N)C(c2ccc(F)cc2)CC(=O)N1 (stereo unspecified) | 0% | 5% | -7% | 8% | 3% | -7% | -12% | -1% |
| Cc1nnc(N2C(=O)C(O)=C(C(=O)c3ccco3)C2c2cccc3ccccc23)s1 (stereo unspecified) | 0% | / | -12% | 1% | 2% | / | 6% | 0% |
| COc1ccc(C2C=C(c3ccccc3)Nc3nc(NC(=O)/C=C/c4ccccc4Cl)nn32)cc1 (stereo unspecified) | 0% | / | / | 8% | 7% | -10% | / | / |
| COc1ccc2[nH]cc(CCNS(=O)(=O)c3ccc(C)cc3)c2c1 | -5% | -21% | -1% | 3% | 7% | -9% | -9% | 3% |
| O=C(NCCc1ccccc1)c1cnc2sc(N3CCCC3)nn2c1=O | 4% | / | / | 6% | 1% | 7% | / | / |
| COc1ccc(CCn2c(=O)c3cccnc3n(CC(=O)Nc3cccc(C)c3)c2=O)cc1OC | -9% | / | / | -3% | -6% | 1% | / | / |
| CC(=O)Nc1ccc(C(O)(C(F)(F)F)C(F)(F)F)cc1 | 0% | / | -6% | 0% | -4% | 10% | -5% | 1% |
| COC(=O)[C@H](C)NC(=O)Nc1ccc(OC(F)(F)F)cc1 | -1% | -3% | i | -5% | 1% | -2% | 0% | 4% |

Only TR SRC2 fluor cs and TRb-SRC2 inh, for some of the entries so far:
| SMILES | TR SRC2 fluor cs | TRb-SRC2 inh |
| --- | --- | --- |
| Cc1ccccc1Cn1c2ccccc2c2cnn(CC(=O)NC(C)CCc3ccccc3)c(=O)c21 (stereo unspecified) | -2% | 0% |
| COC(=O)CSC1=C(C#N)C(c2ccc(F)cc2)CC(=O)N1 (stereo unspecified) | 0% | 8% |
